# pAkt inh: Akt phosphorylation inhibition. Neuro2A IGF-stimulated pAkt S473 HTRF, 20 min; hits give low values. AID 651550. activity change, % for hits at 50 µM. 0.32% of 360,000 active; in the data active = activity change below about -80%; inconclusive = mostly about -51% to -80%; note: % is set by controls: 0 for no effect and ±100 for the full control effect
#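 Neuro2A cells in DMEM with 0.5% FBS, overnight at 37 deg C, given compound at single 50 µM final, then IGF (6 nM final) for 20 min at 37 deg C. Lysed; phospho-Akt Ser473 by HTRF after 24 h, 665/615 ratio.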
# Nrf2 ARE act: Nrf2 pathway activation | AREc32 ARE-luciferase reporter (MCF7-derived line), luminescence, 24 h | Potency, µM (series often up to 46.1 µM), inactives show at the highest dose activation, usual class: activators | 0.31% of 410,000 active | AID 624171; note: potency is the fitted concentration of half-maximal effect; % of control where 0% means no effect; nearly all actives have a fitted effect of over 65% in size
#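 ARE-driven firefly luciferase activity in AREc32 cells measured after a 24 hr compound exposure at 37 deg C, using Steady-Glo reagent and a 30 min room-temperature hold.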
# MmCpn inh: inhibitors of Methanococcus maripaludis chaperonin (MmCpn); purified Mm-Cpn ATPase, ADP Transcreener TR-FRET; Potency, µM (titrated, usually from 76.9 µM), for the others: at the top dose activity, negative = inhibition, actives largely listed as inhibitors; 0.031% of 330,000 active; note: potency is the fitted concentration of half-maximal effect; % is set by controls: 0 for no effect and ±100 for the full control effect; nearly all actives have a fitted effect of over 80% in size
#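 ATP (10 uM final) was added to archaeal chaperonin (25 nM final) after 10 min exposure to test compound at 37°C; after 30 min further incubation, ADP was detected by competitive TR-FRET.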
# TGFb inhibitor: inhibitors of TGF-b signaling | HepG2 CAGA-GFP TGF-b/SMAD3 reporter, GFP fluorescence, 18 h; TGF-beta stimulated, 500 pg/mL final | Potency, µM (top dose mostly 46.1 µM), for the others: top-dose activity, negative = inhibition, hits mostly inhibitors | 1.2% of 410,000 active | AID 588855; note: potency is the fitted concentration of half-maximal effect; % is set by controls: 0 for no effect and ±100 for the full control effect; nearly all actives have a fitted effect of over 65% in size
#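 Smad-responsive CAGA-GFP expression was quantified in HEPG2 cells exposed to compounds and 500 pg/mL final TGF-beta for 18 h at 37 degrees C; unstimulated wells defined full inhibition.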
# CCT modulator: cytosolic chaperonin activity modulation. activity change, % (no concentration beside the values), hits read low. purified chaperonin ATPase assay, HTRF ADP detection, 30 min. 0.3% of 360,000 active; in the data active = activity change below about -30%; note: % is set by controls: 0 for no effect and ±100 for the full control effect
#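 First, chaperonin was dispensed at 40 nM or 20 nM final depending on batch activity. Next, compounds were pinned at 76 uM and ATP added at 10 uM. After 30 min at 37 °C, ADP detection reagents ran 30 min at ambient temperature.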
# A549 viability: counter-screen for Nrf2 inhibitors: cytotoxicity in A549 cells; A549 ARE-Fluc cells, CellTiter-Fluor viability, 18-24 h; Potency, µM (titrated, usually from 46 µM), for the others: top-dose activity change, negative = cytotoxicity, usual class: inhibitors; 0.16% of 390,000 active; note: potency is the fitted concentration of half-maximal effect; % is set by controls: 0 for no effect and ±100 for the full control effect
#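 A549 ARE-Fluc cells in 5% FBS OPTI-MEM, 5000 cells/well, rested 2 h then exposed to compounds in concentration-response for 18-24 h at 37 °C. Viability by CellTiter-Fluor fluorescence (Ex 405/Em 525) after 30 min; luciferase luminescence (BugLite, 15 min, RT) read afterwards.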
# S2 tox: reduces viability in counter-screen for ATXN expression inhibitors; S2 cells (HEK-293 line with an ATXN2-luciferase reporter) viability, CellTiter-Fluor protease fluorescence, 24 h; Potency, µM (highest dose often 56.7 µM), usual class: cytotoxic; 0.49% of 400,000 active; AID 651635; note: potency is the fitted concentration of half-maximal effect; nearly all actives have a fitted effect of over 40% in size
# Nrf2 inh: Nrf2 pathway inhibition. Potency, µM (titrated, usually from 46 µM), for the others: at the top dose activity change, negative = inhibition, most hits filed as inhibitors. 2.1% of 360,000 active. A549 ARE-Fluc reporter, luciferase luminescence, 18-24 h; note: potency is the fitted concentration of half-maximal effect; % is set by controls: 0 for no effect and ±100 for the full control effect; nearly all actives have a fitted effect of over 60% in size
#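 Quantitative HTS in A549 cells stably bearing an antioxidant response element-firefly luciferase construct. Inhibition of Nrf2-driven transcription was scored by luminescence after 18-24 h of compound exposure at 37 °C.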
# HepG2 viability: HepG2 cytotoxicity, counter-screen for TGF-b inhibitors; HepG2 CAGA-GFP viability, ATP luminescence, 18 h; Potency, µM (series often up to 46.1 µM), for the others: at the top dose activity change, negative = cytotoxicity, hits mostly cytotoxic; 0.76% of 410,000 active; AID 588856; note: potency is the fitted concentration of half-maximal effect; some results filed as inactive show a strong effect at the top dose
#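 CellTiter-Glo luminescence gave cytotoxicity after 18 hours at 37 degrees C. The cells were HepG2 CAGA-GFP in 1% FBS DMEM, stimulated with 500 pg/mL TGF-beta after compound addition. %Activity was normalised to no-cell wells (complete cell-killing) and DMSO (no toxicity), and curves were fitted and classified.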
# * = called active by the depositor; i = inactive; ? = inconclusive; · = not tested or not shown; & = joins results of further samples. Unless noted, calls come from the whole dose curve; as a rule, active = well fitted curve in the direction sought with a large enough effect; inconclusive = small, poorly fitted or top-dose-only effect, or another doubt; inactive = no such curve, though single readings can be large; an effect the other way counts as inactive or inconclusive.
SMILES,pAkt inh,Nrf2 ARE act,MmCpn inh,TGFb inhibitor,CCT modulator,A549 viability,S2 tox,Nrf2 inh,HepG2 viability
Cc1ccc2c(cnn2C(=O)CCCC(=O)NCc2cccc(F)c2)c1,i,-0.3%,-7%,1%,-0.4,8%,i,11%,-23%
Cc1ccc(S(=O)(=O)NCc2ccccc2)cc1C(=O)N(C)Cc1ccccc1F,i,-1.0%,2%,-32%,-2.9,-3%,i,-15%,-15%
Cc1ccccc1Nc1nnc(C)c(=O)n1N,i,0.1%,-4%,15%,0.2,-4%,i,-14%,18%
O=S1(=O)N=C(N(CCO)/N=C/c2ccc(Cl)cc2)c2ccccc21,i,-0.3%,-1%,22%,-3.5,0%,i,?,12%
Cc1ccccc1-c1noc(-c2cc(C(C)C)[nH]n2)n1,·,0.1%,·,?,·,-7%,·,9%,-39%
C/C=C(\C)CN1CCCC(CO)(Cc2ccccc2)C1 (configuration not stated),i,-0.3%,-2%,7%,-0.6,0%,i,-9%,-3%
CC1CCC2=NN(C(=O)c3ccco3)C(O)(C(F)(F)F)C2C1 (configuration not stated),i,-0.7%,3%,10%,0.2,-3%,i,-13%,-4%
O=C(c1ccc(S(=O)(=O)c2cccc(Cl)c2)c([N+](=O)[O-])c1)N1CCN(Cc2ccccc2)CC1,i,16%,2%,?,-0.2,-9%,?,-28%,3%
O=C(NCCN=C1NS(=O)(=O)c2ccccc21)c1ccccc1,i,-0.1%,0%,3%,-1.0,1%,i,8%,-12%
CC(C)CN1CCN(C(=O)COC(=O)c2ccc(S(C)(=O)=O)c([N+](=O)[O-])c2)CC1,·,-1.3%,·,4.5µM*,·,·,32µM*,·,4.5µM*
CNc1snc(C)c1C(=O)OCC(=O)N(C)Cc1ccccc1,i,0.5%,-2%,?,1.1,-1%,i,?,-13%
Cc1nc(C)n(CC(C)C(=O)N2CCN(S(=O)(=O)c3ccccc3)CC2)n1 (configuration not stated),i,-0.3%,3%,-17%,0.0,3%,i,4%,-35%
Cc1cc(F)ccc1NC(=O)C1CCCN(S(=O)(=O)c2ccc3c(c2)CCCC(=O)N3)C1 (configuration not stated),·,-0.6%,·,0%,·,8%,i,?,-8%
CCc1ccc(-c2cn(C3CCCCC3)c(=S)[nH]2)cc1,i,2.0%,-5%,-19%,1.4,-11%,i,?,-3%
CCNC(=O)C1CCN(S(=O)(=O)c2ccc(F)cc2)CC1,i,-0.8%,0%,-13%,-1.3,-2%,i,6%,-15%
O=C(c1ccccc1S(=O)(=O)NCc1ccccc1)N1CCCCC1,i,0.1%,0%,-2%,0.3,-3%,i,8%,7%
CC(C)CC1Nc2ncnc(N3CCN(c4ccccn4)CC3)c2N(Cc2ccccc2)C1=O (configuration not stated),i,2.7%&5.6%,2%,-5%&-21%,-6.1&0.8,-10%,i,6%,7%&-17%
CSCCC(NS(=O)(=O)c1ccc(Cl)cc1)C(=O)OCC(=O)N1CCOCC1 (configuration not stated),i,0.3%,0%,5%,-2.2,3%,i,6%,-11%
Cc1ccc(NC(=O)Cn2c(=O)oc3cc(S(=O)(=O)N4CCCCCC4)ccc32)cc1Cl,·,-1.2%,·,0%,·,-25%,·,·,-12%
Nc1c(C(=O)N/N=C/c2ccc(Cl)cc2)cnn1-c1ccccc1,i,3.7%,1%,0%,0.9,1%,i,6%,12%
Cc1ccccc1OCC(=O)NCC(=O)OCC(=O)c1ccc(-c2ccccc2)cc1,·,·,·,14%,·,-7%,·,1%,3%
CCc1cccc2sc(N(CCCN3CCOCC3)C(=O)CS(=O)(=O)c3ccccc3)nc12,i,0.4%,0%,-8%,-3.6,1%,i,3%,-8%
CCc1ccccc1NC(=O)CCOc1ccccc1,i,0.2%&-0.9%,1%,6%&2%,2.7,0%&13%,i,-9%,-7%&-1%
COc1ccc(-c2nnc3sc(-c4ccco4)nn23)cc1OC,i,3.3%,-3%,?,-1.9,-9%,i,-16%,-24%
COc1ccccc1OCC(=O)N1CCN(S(=O)(=O)c2ccc(Cl)cc2)CC1,i,-0.2%,1%,?,-1.9,-1%,i,10%,-1%
COc1cc(CNCCCO)ccc1OCC(=O)NC(C)(C)C,i,-0.2%,0%,-2%,-4.3,4%,i,3%,6%
CCC(NC(=O)Cc1c(C)c2ccc(OC)c(C)c2oc1=O)C(=O)NC(Cc1ccc(Cl)cc1)C(=O)O (configuration not stated),i,0.4%,0%,2%,1.2,4%,i,2%,7%
COc1ccc(CCNC(=O)COC(=O)COc2ccc(C#N)cc2)cc1,i,-0.3%,0%,-1%,1.9,0%,i,15%,-13%
CCN(CC)CCCN(C(C)=O)c1nc(-c2cc(OC)ccc2OC)cs1,i,2.3%,2%,0%,0.5,·,i,6%,-24%
O=C(c1csc2ccccc12)N1CCN(c2ccc(Cl)c(Cl)c2)CC1,i,-0.8%,0%,-7%,-7.7,-8%,?,?,8%
O=C(Cc1cccs1)Nc1nnc(SCC(=O)N2CCCCC2)s1,i,-0.8%,1%,3%,-1.5,-1%,i,-6%,0%
CCOC(=O)c1c(-c2ccccc2)oc2ccc(O)c(CN3CCN(C)CC3)c12,i,8.5%,-4%,?,-0.4,-5%,i,-5%,-47%
Cc1ccc(Cl)cc1N1CCN(S(=O)(=O)c2c(C)nc3scc(C)n3c2=O)CC1,i,-0.3%,2%,13%,1.7,-11%,i,-13%,6%
O=C(NCCOCc1ccccc1)C(c1ccccc1)c1ccccc1,i,0.3%,4%,-18%,1.1,-3%,i,-7%,12%
O=C(NNC(=O)c1cc(-c2ccncc2)nc2ccccc12)c1ccccc1F,i,?,0%,-8%,-0.7,2%,?,12%,-4%
Cc1cccc(N2C(=O)N3[C@@H]4c5ccccc5OC[C@@H]4[C@@H](c4ccccc4)[C@]3(C)C2=O)c1,i,0.5%,1%,-22%,0.9,-2%,i,-7%,-22%
O/N=C(\Cn1ccnc1)c1ccccc1,i,-0.1%,·,2%,0.3,13%,i,16%,6%
COc1ccc(C(=O)Nc2ccc3[nH]c(-c4cccc(OC)c4)cc(=O)c3c2)cc1,i,-3.2%,0%,?,-6.7,1%,i,3%,13%
O=C(NCC1CCCCC1)c1ccc(F)cc1Cl,i,3.8%,1%,3%,-7.6,0%,i,?,-3%
CC(=O)N1CCCc2ccc(NC(=O)c3ccc(OC(C)C)cc3)cc21,·,0.8%,·,5%,·,-12%,·,·,2%
CSc1nc2ccccc2cc1/C=C(\C#N)c1cccc(Cl)c1,i,1.6%,?,7%,1.2,-27%,i,·,-8%
CCCCN(C)C(=O)c1ccc(CS(=O)(=O)c2ccccc2C)o1,i,0.2%,1%,-14%,-0.9,-2%,i,2%,10%
O=C(O[C@@H]1OC2COC(=O)c3cc(O)c(O)c(O)c3-c3c(cc(O)c(O)c3O)C(=O)O[C@@H]([C@H]1O)[C@@H]2O)c1cc(O)c(O)c(O)c1,i,0.3%,-1%,?,0.8,-26%,i,·,9%
CCOC(=O)c1c(C)[nH]c(C)c1C(=O)COC(=O)/C=C/c1cccc([N+](=O)[O-])c1,i,13%,·,8%,-1.0,·,i,·,6%
O=C(CSc1ccc(-c2ccco2)nn1)N1CCCCCC1,i,?,-2%,-14%,1.8,1%,i,?,5%
Cc1cc(C(=O)N/N=C/c2cc(Br)ccc2OC(=O)c2ccccc2)n[nH]1,i,-0.6%,-2%,-21%,-0.2,?,i,?,-35%
O=C(CCCCCN1C(=O)c2ccccc2C1=O)Nc1ccc(S(=O)(=O)N2CCCCC2)cc1,i,0.3%,0%,-14%,2.2,4%,i,?,-20%
CCOC(=O)C1=C(CS(=O)(=O)c2ccc(Br)cc2)NC(=O)NC1c1ccccc1 (configuration not stated),·,-1.5%,·,?,·,2%,i,-7%,-23%
COc1ccc(C2=NS(=O)(=O)N(C)C(C(=O)Nc3cc(C)ccc3O)=C2)cc1OC,i,4.2%&13%,-3%,-3%&-27%,-0.6,-11%&-1%,?,?,-29%&-15%
O=C(Nc1ccc2nsnc2c1)C1CC1,i,5.9%,-21%,1%,-1.9,2%,i,2%,-10%
C/C(CCc1ccccc1)=N/NC(=O)C(=O)NC(C)c1ccccc1 (configuration not stated),i,-0.9%,-1%,12%,-0.2,-2%,i,2%,6%
CCN1C(=O)[C@H]2[C@@H](c3ccc(OC)cc3)N3C(=O)CN(CC4CC4)C(=O)[C@@]3(C)[C@H]2C1=O,i,0.0%,-3%,?,-2.8,6%,i,6%,-22%
Cc1ccc(C(O)c2ncc(-c3cccc(C(F)(F)F)c3)[nH]2)c(C)c1 (configuration not stated),i,0.7%,·,?,0.6,·,?,·,-54%

# 3 entries out of the list above, arranged by the number in TGFb inhibitor, lowest first.
mol,pAkt inh,Nrf2 ARE act,MmCpn inh,TGFb inhibitor,CCT modulator,Nrf2 inh
Cc1cc(C(=O)N/N=C/c2cc(Br)ccc2OC(=O)c2ccccc2)n[nH]1,i,-0.6%,-2%,-21%,-0.2,?
O=C(CSc1ccc(-c2ccco2)nn1)N1CCCCCC1,i,?,-2%,-14%,1.8,?
CSc1nc2ccccc2cc1/C=C(\C#N)c1cccc(Cl)c1,i,1.6%,?,7%,1.2,·

# Rewritten with two lines to a compound: part of the list above
# Results follow in this order: pAkt inh	Nrf2 ARE act	MmCpn inh	TGFb inhibitor	CCT modulator	A549 viability	S2 tox	Nrf2 inh	HepG2 viability
- CSc1nc2ccccc2cc1/C=C(\C#N)c1cccc(Cl)c1
→ i	1.6%	?	7%	1.2	-27%	i	·	-8%
- CCOC(=O)c1c(C)[nH]c(C)c1C(=O)COC(=O)/C=C/c1cccc([N+](=O)[O-])c1
→ i	13%	·	8%	-1.0	·	i	·	6%
- CC1CCC2=NN(C(=O)c3ccco3)C(O)(C(F)(F)F)C2C1 (configuration not stated)
→ i	-0.7%	3%	10%	0.2	-3%	i	-13%	-4%
- Cc1ccc(Cl)cc1N1CCN(S(=O)(=O)c2c(C)nc3scc(C)n3c2=O)CC1
→ i	-0.3%	2%	13%	1.7	-11%	i	-13%	6%
- COc1ccc(C(=O)Nc2ccc3[nH]c(-c4cccc(OC)c4)cc(=O)c3c2)cc1
→ i	-3.2%	0%	?	-6.7	1%	i	3%	13%
